# Bioassay records deposited in PubChem BioAssay by several laboratories.
# KLF5 inh: kruppel-like factor 5 inhibition. inhibition, % at 5 µM. 290,000 tested, 0.23% active. DLD-1 KLF5 promoter-luciferase reporter, luminescence;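 active = inhibition above a per-plate limit of that plate's mean compound inhibition plus 3 SD, cut at about 60% in these data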;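 note: 0% = DMSO wells and 100% = LY294002 at 200 µM; higher means less KLF5 promoter-driven luciferase light; inactives centre near -14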
# IEC-6 cytotox: kills IEC-6 intestinal cells in KLF5 counter-screen; inhibition, % at 5 µM; IEC-6 cytotoxicity, luminescence viability; 290,000 tested, 0.78% active; AID 1825; in the data active = inhibition above about 22%;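 note: 0% = plate median of test compound wells and 100% = cytotoxic reference compound wells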
# HSP90 inh: HSP90 refolding inhibition in rabbit reticulocyte lysate | luciferase refolding luminescence, 3 h | inhibition, % at 5.6 µM | 290,000 tested, 0.91% active | AID 1789;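 active = inhibition above the screen-wide mean plus 3 SD, computed separately per campaign, cut at about 16% in these data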;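 note: 0% = DMSO wells and 100% = 60 µM geldanamycin wells; inhibitors lower the luminescence because luciferase stays unfolded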
# HIF act: HIF pathway transcriptional activation; U2OS HRE-luciferase reporter, luminescence; normalized: DMSO 0%, desferrioxamine 100%; activation, % at 7.5 µM (by protocol); 300,000 tested, 0.32% active; AID 1910;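 active = mean activation of at least 10% of the iron chelator positive control signal, with at least half of replicates also reaching 10%; inconclusive = mean and replicate majority disagree about reaching 10%; inactive = mean and most replicates under 10%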
# Platelet DG rel: modulates dense granule release in human platelets; human platelet-rich plasma, SFLLRN dense granule ATP release, luminescence; inhibition, %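 (compounds screened at 7.5 µM in platelet-rich plasma)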; 300,000 tested, 0.22% active;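 active = mean replicate score, as percent of positive control, at or above 50; inconclusive = mean below 50 but at least one replicate at or above 50; inactive = mean and every replicate below 50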
# HSF1 inhib: HSF1 inhibition | NIH3T3-HGL HSE-luciferase, MG132-induced, luminescence 8 h; active compounds read low | activity change, negative = inhibition, % at 7.5 µM (by protocol) | 300,000 tested, 0.77% active | AID 2098;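 active = more than half of replicate wells show activity change below -50%, luminescence cut by over half; inconclusive = some wells, but at most half, below -50%; inactive = no replicate well below -50%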;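 note: luciferase reports HSF-1 transcriptional activity via heat shock element; 0% = median of DMSO wells and -100% = zero luminescence signal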
# aSyn 5UTR inh: 5' untranslated region of α-synuclein, MLPCN primary screen; inhibition, % (tested at 7.5 µM); 300,000 tested, 0.82% active; alpha-synuclein 5'UTR reporter, inhibitor activity; in the data active = inhibition above about 60%; inconclusive = no clear call, values can overlap the other calls;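 note: H4 neuroglioblastoma cells stably carrying SNCA 5'UTR luciferase fusion; 0% = DMSO wells and 100% = positive control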
# AI-2 QS modul: modulates the Vibrio harveyi AI-2 quorum sensing system; activity change, % at 7.5 µM; Vibrio harveyi JMH597 AI-2 luminescence/OD600 ratio, 9 h; active compounds read low; strain lacks LuxN and CqsS sensors; 0 = neutral-control median; 300,000 tested, 0.4% active; AID 2094; in the data active = activity change below about -75%, passing the limit was not always enough; inconclusive = no clear call, values can overlap the other calls;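 note: luminescence divided by OD600 gain over 9 h not by final OD600 alone; inactives centre near 13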
# HDAC3 inhib: blocks human histone deacetylase 3 | 320,000 tested, 0.15% active | recombinant HDAC3, fluorogenic peptide/trypsin coupled, fluorescence | inhibition, % at 8.3 µM; in the data active = inhibition above about 26%, passing the limit was not always enough; inconclusive = no clear call, values can overlap the other calls
# Target sequence (O15379 whole entry, looked up): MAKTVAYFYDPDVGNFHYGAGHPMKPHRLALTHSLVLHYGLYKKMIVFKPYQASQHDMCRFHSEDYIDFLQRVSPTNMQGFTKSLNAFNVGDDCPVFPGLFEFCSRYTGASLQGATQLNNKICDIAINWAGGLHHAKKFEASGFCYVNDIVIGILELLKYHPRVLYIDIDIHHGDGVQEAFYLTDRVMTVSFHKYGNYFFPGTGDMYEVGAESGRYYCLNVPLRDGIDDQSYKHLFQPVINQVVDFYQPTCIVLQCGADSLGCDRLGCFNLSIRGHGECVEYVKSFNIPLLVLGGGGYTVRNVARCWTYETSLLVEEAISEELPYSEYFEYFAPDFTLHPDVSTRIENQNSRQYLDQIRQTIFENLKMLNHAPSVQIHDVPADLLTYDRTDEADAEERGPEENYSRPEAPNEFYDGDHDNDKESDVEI
# HSF-1 act: increases HSF-1 driven luciferase reporter signal; NIH3T3-HGL HSF-1 luciferase reporter, MG132, 8 h; 100% = twice DMSO control signal; activation, % at 9 µM; 300,000 tested, 1.7% active;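 active = mean replicate activation of at least 50% with a set share of replicates each reaching 50%; inconclusive = only one of those two conditions met; inactive = mean below 50% and too few replicates reaching it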;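 note: 0% = median of the neutral control wells and 100% = twice that signal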
# An asterisk follows results filed as active; ? = inconclusive; · = not tested or not shown.
SMILES,KLF5 inh,IEC-6 cytotox,HSP90 inh,HIF act,Platelet DG rel,HSF1 inhib,aSyn 5UTR inh,AI-2 QS modul,HDAC3 inhib,HSF-1 act
c1ccc(C(c2nnnn2C2CCCCC2)N2CCc3ccccc3C2)nc1 (centres undefined),-19,-2,-1,0.0,6,-3,-16,15,-21,2
CCN(CC)CCN(C(=O)c1ccc2c(c1)OCCO2)c1nc2c(Cl)cccc2s1,-45,10,2,1.4,2,2,-23,-1,10,7
COc1ccc2c(c1)C(c1ccc(N3CCOCC3)cc1)=NNC(c1cccnc1)=N2,9,-2,-3,0.2,6,0,-3,8,3,6
COCCOn1c(SCCOC)nc2ccccc2c1=O,-4,-5,3,-0.3,2,1,0,17,-2,17
CN(C(=O)CSCC(=O)O)C1CCCCC1,17,-4,-5,0.1,13,-1,1,13,6,-5
O=C(NC(O)C(=O)c1ccccc1)c1ccc(F)cc1 (centres undefined),-24,-2,-2,-0.4,-8,1,-11,-2,0,11
CCOC(=O)c1c(C=O)c(C)n(Cc2ccccc2)c1C,-21,0,1,0.0,0,8,26,14,-4,41
N#Cc1sc(C(N)=O)c(-c2ccccc2)c1-c1ccccc1,-2,6,2,-0.7,0,-3,-5,9,-8,2
COc1ccc(NC(=O)CN(C)C(=O)c2ccc(NS(=O)(=O)c3ccc(C)c([N+](=O)[O-])c3)cc2)cc1,·,·,·,-0.2,14,-1,-7,26,6,3
CNC(=O)c1c(NC(=O)c2cccc(C)c2)sc2c1CCC2,-81,0,-1,-14,-5,-4,-213,23,7,11
CCN1CCN(C(=O)c2ccc3c(Cl)c4c(nc3c2)CCCC4)CC1,-18,10,9,·,3,72,-11,-12,4,114*
C#CCOCCOCCOCCNc1nc(N2CCN(C(=O)Cn3cc(CCO)nn3)CC2)nc(N2CCN(C(=O)[C@H]([C@@H](C)O)n3cc(CCCCN)nn3)CC2)n1,-1,-6,-3,-2.5,2,-2,4,15,-3,-9
CCN1CCCC1CNC(=O)CCc1nnc(CCC2CCCCC2)o1 (centres undefined),-9,-2,0,0.6,8,-2,17,10,7,3
Cc1sc2ccccc2[n+]1CCC(C)S(=O)(=O)[O-] (centres undefined),-18,0,1,0.1,0,-4,28,22,5,-8
Cc1cc(C)nc(Nc2n[nH]c(COc3ccc(Cl)cc3)n2)n1,-10,4,0,0.3,7,-1,22,3,2,-8
C=CCc1cc(/C=C2/NC(=O)N(CC)C2=O)cc(OCC)c1OCc1ccc(C(=O)O)cc1,-13,20,-7,0.0,-2,-9,-19,25,3,-1
Cc1cccc(N/C=C/C(=C(C#N)C#N)N(C)C)c1,5,6,-1,·,-2,-9,-16,28,6,6
c1ccc(Cc2noc(CN3CCN(Cc4ccc5c(c4)OCO5)CC3)n2)cc1,-8,-5,0,-0.1,-2,3,-1,11,-5,13
COc1ccc(C(=O)c2c(C(F)(F)F)oc3c2C(=O)c2ccccc2C3=O)cc1OC,-35,2,1,-2.8,-2,-39,111*,9,-2,-38
O=C(Nc1nccs1)C1CCCCN1S(=O)(=O)c1ccccc1 (centres undefined),-19,-2,2,-0.6,7,-6,-2,-3,-2,20
CCc1ccc(NCCC(=O)c2ccc(Br)cc2)cc1,-24,1,-1,-0.1,6,2,-23,-7,-3,-3
COc1ccc2cc3cc(C(=O)N4CCN(c5ccccn5)CC4)oc3nc2c1,-10,7,-4,56*,-2,1,-27,11,?,4
O=C(C1CC(Cl)CN1S(=O)(=O)c1ccc(Cl)cc1)N1CCOCC1 (centres undefined),-8,1,-1,0.2,-4,0,-20,11,3,11
CSCC[C@H](NC(=O)N1CCn2c1nc1ccccc12)C(=O)NCc1ccc(F)cc1,-14,3,0,0.1,-20,25,35,41,3,44
CC1Cc2ccccc2N1C(=O)CSc1nnc(-c2ccc(S(=O)(=O)N3CCCC3)cc2)n1C (centres undefined),-9,-3,-2,-0.2,5,-7,33,-4,-1,-2

# Ordered by count of non-hydrogen atoms (high to low): three of the compounds above.
SMILES,KLF5 inh,IEC-6 cytotox,HSP90 inh,HIF act,Platelet DG rel,HSF1 inhib,aSyn 5UTR inh,AI-2 QS modul,HDAC3 inhib,HSF-1 act
O=C(Nc1nccs1)C1CCCCN1S(=O)(=O)c1ccccc1 (centres undefined),-19,-2,2,-0.6,7,-6,-2,-3,-2,20
CNC(=O)c1c(NC(=O)c2cccc(C)c2)sc2c1CCC2,-81,0,-1,-14,-5,-4,-213,23,7,11
COCCOn1c(SCCOC)nc2ccccc2c1=O,-4,-5,3,-0.3,2,1,0,17,-2,17

# (next part)
SMILES,KLF5 inh,IEC-6 cytotox,HSP90 inh,HIF act,Platelet DG rel,HSF1 inhib,aSyn 5UTR inh,AI-2 QS modul,HDAC3 inhib,HSF-1 act
CCOC(=O)c1cnc2ccc(OCC)cc2c1NCc1ccccc1OC,-7,-4,2,-1.3,20,-7,33,7,-2,-17
CCCn1cc(NC(=O)c2cc3n(n2)C(C(F)(F)F)CC(c2ccccc2)N3)cn1 (centres undefined),10,-1,4,-0.1,-6,2,-1,29,1,9
COc1ccccc1N(CC(=O)NCc1ccco1)S(=O)(=O)c1ccc(C)cc1,-8,-8,2,0.5,1,1,1,34,4,2
COC(=O)Cc1ccc(OCc2ccc(Cl)nc2)cc1,-72,2,6,1.4,10,21,-43,25,4,13
CCC1CN(C(=O)N2CCC(C(=O)NCc3ccccc3OC)CC2)c2ccccc2O1 (centres undefined),-7,2,3,-0.3,-4,1,33,1,0,0
Cc1cc(Cl)ccc1OCC(=O)Nc1cccc(S(=O)(=O)NC2=NCCCCC2)c1,·,·,·,0.0,-4,12,10,6,-2,13
Clc1ccc(OCCn2c(-c3ccco3)nc3ccccc32)cc1,-1,9,4,0.1,3,80,-20,-2,3,137*
O=C(Nc1cc(C(F)(F)F)ccc1N1CCOCC1)c1ccc2ccccc2n1,4,4,-2,0.7,1,2,-80,17,6,12
COc1ccc(C(=O)NCC(=O)N/N=C/c2ccc([N+](=O)[O-])o2)cc1OC,-15,-3,4,-0.6,12,-2,-7,41,6,-4
COc1ccccc1CCNC(=O)C(=O)NCC1OCCN1S(=O)(=O)c1ccccc1 (centres undefined),-17,2,-3,-0.5,-2,-3,-4,8,1,14
C=CCSc1nnc(NC(=O)C23CC4CC(CC(NC(C)=O)(C4)C2)C3)s1,-21,-10,0,1.2,0,2,-22,4,0,29
N/C(=N\N=C/c1ccc(Br)cc1)N/N=C\c1ccc(Br)cc1,1,-6,0,-0.6,1,8,-19,27,?,6
COc1ccc(C(=O)N/C=C/n2cnc3cc(C(F)(F)F)ccc32)cc1,-3,-4,-1,0.3,0,-4,-11,-1,-4,3
CCOC(=O)C1=NN(C(=O)COc2ccccc2)C(O)(c2ccc(Br)cc2)C1 (centres undefined),-19,0,-8,-0.9,9,212,-15,9,6,290*
Cc1ccc(N(CC(=O)NC2CCC(C)CC2)S(=O)(=O)c2cccnc2)cc1 (centres undefined),12,2,1,-0.1,4,6,6,8,-5,-3
Cc1ccc(NC(=O)CCc2c(C)nn(-c3ccc(N4CCOCC4)nn3)c2C)cc1,-27,3,0,0.7,1,6,-25,4,2,-5
Cc1occc1C(=O)NNC(=O)c1ccc(F)cc1,-19,-1,0,-0.1,3,-4,-11,46,4,-15
Cc1cccn2c(CNCCc3ccccn3)c(C(=O)N3CCOCC3)nc12,-18,1,4,0.0,-2,1,-3,-7,-4,20
CCN(CC)S(=O)(=O)c1cccc(-c2nnc(SCC(N)=O)n2C)c1,-23,0,0,-0.4,-3,-1,6,18,-1,-4
CCCCC(CCC(=O)Nc1ccccc1C(=O)OCC)C(=O)O (centres undefined),-10,3,0,0.0,5,0,-15,16,1,10
CC1Sc2ccc(C(=O)Nc3ccc(S(=O)(=O)N(C)C)cc3)cc2NC1=O (centres undefined),·,·,·,-0.3,8,-11,1,56,-2,-14
CCCc1cc(=O)oc2cc(OCc3cc(OC)c(OC)c(OC)c3)c(Cl)cc12,19,4,1,1.7,-3,0,-15,0,0,26
Cc1nc(N2CCc3ccccc3C2)[nH]c(=O)c1CCC(C)C,-21,-10,-1,0.4,2,13,-38,12,6,40
CCOc1ccccc1N(C(=O)Nc1cccc(Cl)c1)C1=NC(C)CS1 (centres undefined),-14,1,10,-0.1,3,1,8,12,-2,10
Cc1cc(=O)oc2cc(OCC(=O)OCC(=O)N3CCC(C)CC3)ccc12,-24,2,-2,0.0,-3,2,8,16,-11,8
CN(C(=O)COC(=O)CCc1c[nH]c2ccccc12)C(c1ccccc1)c1ccccc1,-6,-4,3,0.0,12,4,-7,-26,2,9
O=C(O)c1cccc(N2C(=O)/C(=C/c3ccc([N+](=O)[O-])cc3)C=C2c2ccccc2)c1,0,7,14,-1.6,-7,-72*,-54,11,-1,-74
CC(=O)OCCc1c2ccccc2c(CCCN(C)C)c2ccccc12,·,·,·,-0.1,7,0,103*,28,-9,-7
Cc1ccc2nc(Nc3ccccc3)cc(C)c2c1,-152,12,-1,-4.3,9,25,-82,-8,-3,47
Nc1ccc(N=Nc2ccccc2O)c(N)c1,·,·,·,3.0,13,-1,-136,20,10,-4

# Nothing new here: twelve of the compounds above.
SMILES,KLF5 inh,IEC-6 cytotox,HSP90 inh,HIF act,Platelet DG rel,HSF1 inhib,aSyn 5UTR inh,AI-2 QS modul,HDAC3 inhib,HSF-1 act
c1ccc(C(c2nnnn2C2CCCCC2)N2CCc3ccccc3C2)nc1 (centres undefined),-19,-2,-1,0.0,6,-3,-16,15,-21,2
CCN(CC)CCN(C(=O)c1ccc2c(c1)OCCO2)c1nc2c(Cl)cccc2s1,-45,10,2,1.4,2,2,-23,-1,10,7
COc1ccc2c(c1)C(c1ccc(N3CCOCC3)cc1)=NNC(c1cccnc1)=N2,9,-2,-3,0.2,6,0,-3,8,3,6
COCCOn1c(SCCOC)nc2ccccc2c1=O,-4,-5,3,-0.3,2,1,0,17,-2,17
CN(C(=O)CSCC(=O)O)C1CCCCC1,17,-4,-5,0.1,13,-1,1,13,6,-5
O=C(NC(O)C(=O)c1ccccc1)c1ccc(F)cc1 (centres undefined),-24,-2,-2,-0.4,-8,1,-11,-2,0,11
CCOC(=O)c1c(C=O)c(C)n(Cc2ccccc2)c1C,-21,0,1,0.0,0,8,26,14,-4,41
N#Cc1sc(C(N)=O)c(-c2ccccc2)c1-c1ccccc1,-2,6,2,-0.7,0,-3,-5,9,-8,2
COc1ccc(NC(=O)CN(C)C(=O)c2ccc(NS(=O)(=O)c3ccc(C)c([N+](=O)[O-])c3)cc2)cc1,·,·,·,-0.2,14,-1,-7,26,6,3
CNC(=O)c1c(NC(=O)c2cccc(C)c2)sc2c1CCC2,-81,0,-1,-14,-5,-4,-213,23,7,11
CCN1CCN(C(=O)c2ccc3c(Cl)c4c(nc3c2)CCCC4)CC1,-18,10,9,·,3,72,-11,-12,4,114*
C#CCOCCOCCOCCNc1nc(N2CCN(C(=O)Cn3cc(CCO)nn3)CC2)nc(N2CCN(C(=O)[C@H]([C@@H](C)O)n3cc(CCCCN)nn3)CC2)n1,-1,-6,-3,-2.5,2,-2,4,15,-3,-9
